Screening results from PubChem.
p53 reactivator: re-activators of mutant p53 | H1299 p53-A138V BP100-luciferase reporter, luminescence, 24 h | Potency, µM (highest dose often 92.2 µM), for inactives: top-dose activity change, positive = activation, actives largely listed as activators | actives 0.063% (n = 320,000) | AID 504706; also: potency is read from the fitted curve at half-maximal effect; % of control where 0% means no effect; nearly all actives have a fitted effect of over 45% in size
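p53-null H1299 cells stably carrying temperature-sensitive p53-A138V and a BP100-luciferase reporter were pinned with compounds (4-point, 1:5 series) and held 24 hrs at 37 deg C. Luminescence was read 10 min after detection reagent.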
ELG1 genotoxic: genotoxicity induction in ELG1-luciferase HEK293T cells | actives 1.3% (n = 330,000) | HEK293T ELG1-luciferase reporter, luminescence, 16 h | Potency, µM (titrated, usually from 46 µM), for inactives: at the highest dose activity change, positive = activation, actives largely listed as activators; also: potency is read from the fitted curve at half-maximal effect; % of control where 0% means no effect; nearly all actives have a fitted effect of over 60% in size
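ELG1-luciferase HEK293T cells, 2,000/well; compound pinned in; 16 hr, 37 °C, 5% CO2; ONE-Glo, 30 min RT; luminescence on CCD imager.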
Gal4-VP16 FLuc: counter-screen for ROR gamma inhibitors: Gal4-VP16 reporter; Drosophila S2 Gal4-VP16 UAS-luciferase, luminescence, 20 h; Potency, µM (top dose mostly 53.6 µM), inactives show at the top dose activity, negative = inhibition, usual class: inhibitors; actives 3.5% (n = 310,000);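 also: Gal4-VP16 expression switched on by copper sulfate through the metallothionein promoter; potency is read from the fitted curve at half-maximal effect; % is scaled to controls: 0 for no effect and ±100 for the full control effect; nearly all actives have a fitted effect of over 50% in size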
RORgamma inh: inhibitors of mouse ROR gamma transcriptional activity. P51450. Drosophila S2 Gal4-RORgamma UAS-luciferase reporter, 20 h. Potency, µM (highest dose often 53.6 µM), inactives show top-dose activity change, negative = inhibition, most hits filed as inhibitors. actives 5.4% (n = 310,000). AID 2551; also: potency is read from the fitted curve at half-maximal effect; % is scaled to controls: 0 for no effect and ±100 for the full control effect; nearly all actives have a fitted effect of over 60% in size
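Luminescence from a UAS-regulated Photinus luciferase reporter in stably transfected Drosophila Schneider cells is measured; decreased signal marks ROR gamma inhibition. Fusion expression is induced by 700 uM copper sulfate for 20 hr.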
Rab9 prom act: activators of Rab9 promoter. Huh7 Rab9 promoter-luciferase reporter, luminescence, 24 h. actives 2.8% (n = 320,000). AID 485297. Potency, µM (series often up to 9.22 µM), without a hit: at the top dose activation, negative = inhibition, actives largely listed as activators; also: potency is read from the fitted curve at half-maximal effect; % of control where 0% means no effect; nearly all actives have a fitted effect of over 60% in size
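Luminescence from Amplite-detected luciferase (10 minutes, ambient) reports Rab9 promoter activation. Before that, stable Rab9-luciferase Huh7 cells (1500/well, reduced-serum OP-MEM I plus 10% FBS) were exposed to compound for 24 hours at 37C.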
NPC1 prom act: activates the NPC1 promoter | Huh7 NPC1 promoter luciferase reporter, 24 h | Potency, µM (titrated, usually from 9.22 µM), for the others: at the highest dose activation, most hits filed as activators | actives 2.4% (n = 320,000) | AID 485313;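 also: potency is read from the fitted curve at half-maximal effect; % of control where 0% means no effect; nearly all actives have a fitted effect of over 60% in size; reporter is driven by a mutant NPC1 promoter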
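Huh7 reporter cells (NPC1 promoter driving luciferase) are dosed with compound for 24 h at 37 °C, 5% CO2; luciferase detection reagent is then added and luminescence measured after 10 min at ambient temperature.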
BRCA1 expr act: BRCA1 expression activation | MCF7-BRCA1-FFLuc reporter, luminescence, 48 h; response scale: scaled: vehicle 0%, 10 µM genistein 100% | Potency, µM (highest dose often 46.1 µM), for the others: at the highest dose activation, actives largely listed as activators | actives 1.1% (n = 380,000); also: potency is read from the fitted curve at half-maximal effect; nearly all actives have a fitted effect of over 80% in size; some results filed as inactive show a strong effect at the top dose
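First, MCF7-BRCA1-FFLuc cells (2000/well) attach for 2 h; next, compounds are pin-added and incubated 48 h at 37 °C; finally, luciferase reagent is added and luminescence read after 15 min.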
FLuc modulator: firefly luciferase modulation, counter-screen for miR-21 project | purified FLuc, Km substrates, luminescence inhibition | actives 6.9% (n = 360,000) | Potency, µM (highest dose often 57.5 µM), for inactives: top-dose activity change, negative = inhibition, actives largely listed as inhibitors;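 also: potency is read from the fitted curve at half-maximal effect; plate controls were vehicle for no effect and reference inhibitor for full effect; nearly all actives have a fitted effect of over 55% in size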
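Purified P. pyralis luciferase, 10 nM final, with Km-level 10 uM D-luciferin and 10 uM ATP in 50 mM Tris acetate pH 7.5, 10 mM Mg acetate, 0.01% Tween-20, 0.05% BSA; 6-point qHTS titration about 60 µM downward; luminescence read.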
Giardia kill: Giardia lamblia killing. activity change, % at 7.66 µM, hits read low. Giardia lamblia trophozoite viability. actives 0.15% (n = 340,000); in the data active = activity change below about -80%; inconclusive = between about -30% and that limit;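 also: parasites exposed to compound for two days anaerobically before the ATP read; % is scaled to controls: 0 for no effect and ±100 for the full control effect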
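Media and compound were dispensed first, then trophozoites at 100 cells/well; plates sat 48 hrs at 37 deg C without oxygen before ATP luminescence reagent was added and read after 15-30 min at room temperature.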
PKM2 act: increases activity of human pyruvate kinase M2; P14618; purified PKM2, Kinase-Glo ATP luminescence, activation; response scale: 0% is enzyme alone, no compound; Potency, µM (doses to about 57.5 µM), for the others: top-dose activation, actives largely listed as activators; actives 0.34% (n = 260,000); AID 1631; also: potency is read from the fitted curve at half-maximal effect; % is scaled to controls: 0 for no effect and ±100 for the full control effect; nearly all actives have a fitted effect of over 55% in size
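Kinase-Glo luminescence reports ATP generated from ADP (0.1 mM) and PEP (0.5 mM) by purified hPK-M2 after 1 h at room temperature, pH 7.2 imidazole buffer; intermediate enzyme activity allows detecting inhibitors and activators.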
Menin MLL FP TR: displaces Texas Red mutant MLL peptide from human menin. Potency, µM (series often up to 61.6 µM), inactives show at the highest dose FP activity change, negative = inhibition, most hits filed as inhibitors. Menin + Texas Red MLL mutant peptide, fluorescence polarization. AID 1768. O00255. actives 0.23% (n = 270,000); active = well fitted inhibition curve with a large enough effect in the polarisation, with a control signal flat, not every such curve was filed as active; inconclusive = small, poorly fitted or top-dose-only effect, or effect the other way, or a change in a side signal; inactive = no such curve, though single readings can be large or run the other way; the % refers to the polarisation; also: potency is read from the fitted curve at half-maximal effect; % of control where 0% means no effect; many of its hits are not listed in these tables
Target sequence (O00255 whole entry, looked up): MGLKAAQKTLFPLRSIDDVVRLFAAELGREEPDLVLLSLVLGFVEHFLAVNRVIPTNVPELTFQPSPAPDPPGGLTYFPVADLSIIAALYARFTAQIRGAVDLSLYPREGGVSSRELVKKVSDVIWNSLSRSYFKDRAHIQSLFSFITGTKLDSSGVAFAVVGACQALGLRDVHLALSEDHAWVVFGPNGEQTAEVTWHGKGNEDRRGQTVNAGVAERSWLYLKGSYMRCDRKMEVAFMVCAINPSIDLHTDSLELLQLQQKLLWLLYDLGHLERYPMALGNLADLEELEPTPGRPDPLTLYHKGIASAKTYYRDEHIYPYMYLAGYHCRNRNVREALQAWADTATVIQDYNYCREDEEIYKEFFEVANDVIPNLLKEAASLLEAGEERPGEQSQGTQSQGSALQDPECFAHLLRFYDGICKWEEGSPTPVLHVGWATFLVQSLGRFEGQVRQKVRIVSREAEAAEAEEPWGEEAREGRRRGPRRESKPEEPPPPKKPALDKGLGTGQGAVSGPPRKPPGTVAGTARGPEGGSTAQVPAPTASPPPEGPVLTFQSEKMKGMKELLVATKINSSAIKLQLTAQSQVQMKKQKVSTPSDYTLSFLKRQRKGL
* = called active by the depositor; ? = inconclusive; / = no result given; & = joins results of further samples; [ ] = remark or other dose. Unless noted, calls follow the shape of the dose curve; as a rule, active = well fitted curve in the direction sought with a large enough effect; inconclusive = small, poorly fitted or top-dose-only effect, or another doubt; inactive = no such curve, though single readings can be large; an effect the other way counts as inactive or inconclusive. This is a subset (hit frequency here may not be typical).

SMILES	p53 reactivator	ELG1 genotoxic	Gal4-VP16 FLuc	RORgamma inh	Rab9 prom act	NPC1 prom act	BRCA1 expr act	FLuc modulator	Giardia kill	PKM2 act	Menin MLL FP TR
CC1(C)NC(=O)N(CCCCOc2ccc3c(c2)CCC3)C1=O	2%	-5%	-1%	?	-6%	-1%	-9%	-4%	1	1%	9%
COc1ccccc1N(CC(O)Cn1c2ccccc2c2ccccc21)S(=O)(=O)c1ccccc1 (configuration not stated)	1%	-11%	-18%	?	-4%	-3%	-62%	-1%	-5	2%	-20%
Cc1ccc(O)c(C(=O)c2cnc3c(c2)c(C)nn3C)c1	-3%	2%	5%	-3%	-3%	0%	-53%	1%	-16	0%	-8%
O=C(O)c1ccccc1NS(=O)(=O)c1ccc2c(c1)OCCO2	2%	0%	18%	3%	-3%	0%	5%	?	-13	-2%	15%
O=C(NC1CCCCC1)C(c1ccco1)N(Cc1ccco1)C(=O)c1ccco1 (configuration not stated)	-5%	0%	1%	-2%	6%	-1%	-23%	3%	-1	0%	-12%
Cc1ccc2c(Cl)c(C(=O)Nc3ccc4c(c3)OCO4)sc2c1	30%	18%	-5%	29%	2µM*	?	79%	-28%	-6	0%	17%
COc1ccc(-n2nnnc2SCC(=O)N2C(C)CCCC2C)c(OC)c1 (configuration not stated)	0%	-7%	3%	12%	-2%	-7%	-5%	-1%	-2	1%	-1%
C=CCn1c(SCC(=O)Nc2cc(C)on2)nc2c([nH]c3ccccc32)c1=O	18%	?	11µM*	?	5%	-3%	-38%	2%	4	-5%	/
COc1ccc(N2C(=O)CC(Sc3n[nH]c(-c4cccc(C)c4)n3)C2=O)cc1 (configuration not stated)	15%	-4%	?	23%	2%	4%	45%	?	8	-11%	/
COc1ccc(-c2nc(N)sc2C2(O)C(=O)Nc3c(Br)cc(F)cc32)cc1OC (configuration not stated)	10%	0%	-4%	8%	-1%	-3%	-2%	4%	-4	2%	-17%
CC1(C)Cc2nc(-c3ccccc3)nc(NNC(=O)c3ccco3)c2CO1	3%	?	-3%	4%	-4%	3%	-23%	6%	10	-2%	/
Cc1cc(N/N=C\c2ccccc2)nc(-c2ccccc2O)n1	?	-1%	?	30%	22%	22%	-49%	6µM*	-6	-5%	?
O=C(NCc1ccncc1)Nc1ccc(Cl)cc1Cl	2%	-4%	4%	39%	8%	2%	-17%	1%	8	2%	15%
COc1ccc(C(CNc2ccc(S(=O)(=O)N3CCCC3)cc2[N+](=O)[O-])N2CCCC2)cc1 (configuration not stated)	-5%	-7%	-5%	24%	-4%	-2%	-41%	4%	3	3%	4%
Cc1cccc(N(C)S(=O)(=O)c2c(C)[nH]c(C)c2C(=O)N2CCCC2)c1	38%	0%	-2%	-1%	-4%	1%	0%	7%	7	3%[0.46 µM]	-1%
N#CCCNCC1(c2ccccc2)CCCC1	-7%	0%	-4%	1%	-1%	0%	-3%	-1%	-13	-4%	-29%
Cc1ccc(C(=O)Nc2ccccc2)cc1S(=O)(=O)N1CCN(C)CC1	/	4%	-2%	14%	10%	8%	-1%	-17%	-5	0%	9%
CC(=O)Nc1sc(/C(C#N)=C\c2cccc(Cl)c2)nc1-c1ccc(C)cc1	3%	0%	5%	-9%	-5%	-1%	-18%	-2%	-6	6%	?
COc1cc(O)oc1C=Nc1ccc(Cl)cc1Cl	-6%	6%	4%	1%	0%	-4%	-1%	?	20	-4%	1%
CCN1CCN(C(C)C(=O)NC2CCCCC2)CC1 (configuration not stated)	5%	2%	6%	-3%	-2%	-8%	-4%	0%	19	1%	/
CCc1ccc(CNC(=O)c2cc3c(C)nc4ccccc4c3o2)cc1	-5%	?	18µM*	27%	-19%	-5%	-38%	2%	4	9%	-13%
COc1cc(NC(=O)C2CC2C)c(C(=O)O)cc1OC (configuration not stated)	-1%	1%	1%	5%	-4%	-2%	10%	-2%	1	-5%	7%
Cc1onc(-c2c(Cl)cccc2Cl)c1COC(=O)c1ccc(Cl)cc1	-4%	-4%	8%	32%	-1%	2%	-3%	-2%	-4	3%	/
C=CCC(NC(=O)Cc1ccccc1)C(=O)NCCC (configuration not stated)	6%	2%	/	/	-2%	1%	4%	-1%	-9	/	/
Cc1c(NC(=S)NC(=O)c2cccc(Cl)c2)c(=O)n(-c2ccccc2)n1C	10%	0%	-1%	0%	7%	-2%	-5%	1%	12	5%[11.5 µM]	?
N#CCCN(C(=O)Cn1nc(C(=O)O)c2ccccc2c1=O)c1ccccc1	-8%	0%	7%	23%	-2%	0%	-1%	3%	5	-3%	-3%
O=C(c1ccc(Cl)cc1[N+](=O)[O-])N1CCc2ccccc2C1	5%	-2%	-15%	11%	-3%	0%	6%	0%	-21	-13%	-9%
O=C(Oc1cccc(C(=O)N2CCOCC2)c1)c1ccc(Br)cc1	-7%	1%	-12%	10%	1%	0%	-13%	-1%	12	-1%	-6%
CC(=O)c1c(C)[nH]c(C(=O)N2CCN(c3ncccn3)CC2)c1C	-6%	-3%	3%	13%	2%	0%	-39%	0%	-4	-22%	-10%[11.7 µM]
Cc1ccc(-c2nn(-c3ccc(F)cc3)cc2C(=O)NC2CCC(O)CC2)cc1 (configuration not stated)	-1%	2%	/	/	1%	-4%	12%	?	5	/	/
CCCN(CCC)c1nc2ccccc2n2c(C)nnc12	-2%	-7%	/	2%[0.365 µM]	0%	-3%	0%	0%	13	4%	5%
COC(=O)c1cc2c(ccn2-c2ccc(F)cc2)n1CC(=O)C(C)(C)C	-2%	-11%	-13%	15%	-9%	-8%	-25%	-6%	11	-5%	24%
Cc1cc(=O)oc2c(C)c(OCC(=O)N3CC[C@@]4(O)CCCC[C@H]4C3)ccc12	/	5%	0%	-8%	0%	-3%	-3%	12%	1	-4%	0%
CC(C)(C)C(=O)N(Cc1ccc(Cl)cc1)c1cnccn1	-3%	4%	?	?	-8%	-9%	-34%	0%	8	/	-3%
O=C(Nc1ccc(Br)cc1)c1cccc(-n2cnnn2)c1	-6%	-18%	-4%	?	-11%	-20%	7%	-10%	-3	2%	?
CC(C(=O)NC1CCCCC1)N1CCN(S(=O)(=O)c2cccs2)CC1 (configuration not stated)	-7%	2%	/	/	-1%	-5%	9%	/	-21	/	/
O=C(COc1ccc2c(c1)CCC2)N1CCN(c2ccccc2F)CC1	-1%	-1%	-6%	-5%[10 µM]	2%	0%	-2%	-4%	-2	2%	-19%
Cn1nc(C(F)(F)F)c(-c2ccc(Br)cc2)c1NC(=O)Nc1ccc(F)cc1F	0%	-12%	-2%	?	-1%	-7%	-74%	4%	6	1%	/
COC(=O)c1sc(NC(=O)C(C)C)c(C(=O)OC)c1C	-9%	0%	1%	?	1%	-8%	-3%	?	4	-8%	-4%
CCN(C(=O)Cn1c(=O)n(-c2cc(OC)c(OC)c(OC)c2)c(=O)c2ccccc21)c1cccc(C)c1	3%	11%	-7%	-8%	-3%	-2%	7%	0%	17	-5%	-7%
O=C(c1ccco1)N1CCN(C(=O)c2cnn(-c3cccc(F)c3)c2C2CCNCC2)CC1	4%	3%	-6%	2%	0%	-5%	8%&21%	-1%&-1%	-2	/	?
COc1ccc(S(=O)(=O)NC2(C(F)(F)F)N=C(c3ccccc3)NC2=O)cc1 (configuration not stated)	2%	1%	-2%	4%	-6%	0%	0%	4%	-13	-2%	1%
CCCCN(c1ccccc1)c1ncnc(N)c1[N+](=O)[O-]	1%	-13%	-10%	-33%	-1%	8%	6%	-1%	1	15%	?
Cc1ccc2nc(=O)c(NNc3ccccc3)cnc2c1	14%	?	-9%	-1%	?	?	87%&82%	?	-21&1	5%	-1%
CN(C)CCN(C(=O)C1CCN(S(=O)(=O)c2cccs2)CC1)c1nc2ccc(F)cc2s1	14%	7%	/	/	10%	13%	66%	-2%	3	/	/
O=C1C(=O)c2ccccc2C(O)=C1c1cccc([N+](=O)[O-])c1	0%	-12%	-1%	67%	-2%	-2%	-31%	?	-10	-10%	/
CCOc1ncccc1C(=O)OCC(=O)c1ccccc1	13%	-1%	-13%	6%	-3%	-3%	-15%	?	9	-3%	3%
Cc1c(CCC(=O)NCCCCCC(=O)O)c(=O)oc2cc3occ(-c4ccccc4)c3cc12	-7%	0%	?	-9%	-10%	0%	-10%	?	?	/	?
